# Screens (PubChem)
# hgDAF12 agonist: H. glycines DAF-12 receptor agonists, primary screen, cell-based, luminescence, HEK293, GAL4 fusion, UAS-luciferase; AID 687014, 2013; HEK293 GAL4-hgDAF12 UAS-luciferase reporter, agonist luminescence; normalized to butyrate control; Nuclear hormone receptor DAF-12 (Heterodera glycines), GAL4 fusion; 370,000 compounds, 1.8% hits; activation, % at 6.8 µM;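 active = activation above a cutoff set at the mean of all screened compounds plus 3 SD, cut at about 10% in these data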;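 note: 0% = DMSO wells and 100% = sodium butyrate wells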
# PLC-beta3 inh: human PLC-beta3 inhibitors, primary screen, biochemical, fluorescence; 1-phosphatidylinositol 4,5-bisphosphate phosphodiesterase beta-3 (Homo sapiens), Q01970; Purified PLC-beta3, fluorogenic substrate; inhibition, % at 12.2 µM; 370,000 compounds, 0.18% hits; in the data active = inhibition above about 11%;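 note: 0% = median of compound wells on plate and 100% = full blocker control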
# ADAM17 inh: ADAM17 inhibitors, primary screen, biochemical, QFRET | Disintegrin and metalloproteinase domain-containing protein 17 (Homo sapiens), P78536 | 370,000 compounds, 0.83% hits | AID 720648, 2013 | recombinant ADAM17, EDANS/DABCYL FRET peptide cleavage | inhibition, % at 6.95 µM;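 active = inhibition above the mean of compounds lying between control limits plus 3 SD, set per campaign, cut at about 8.5% in these data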;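 note: 0% = DMSO-only wells as the low control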
# ssDAF12 agonist: S. stercoralis DAF-12 nuclear receptor activators, primary screen, cell-based, luminescence, HEK293, GRIP1 co-expression, lit1-tk-luc; Nuclear hormone receptor DAF-12 (Strongyloides stercoralis); HEK293 ssDAF-12/GRIP1 lit1-tk-luc reporter; % of 3 µM dafachronic acid response; activation, % at 6.8 µM; 370,000 compounds, 1% hits;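 active = activation above the mean over all tested compounds plus 3 SD, cut at about 0.9% in these data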;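 note: 0% = DMSO-only wells and 100% = 3 µM delta7-dafachronic acid wells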
# PLC-gamma1 inh: PLC-gamma1 enzyme inhibitors, primary screen, biochemical, fluorescence, purified enzyme; 370,000 compounds, 0.84% hits; inhibition, % at 12.2 µM; fluorogenic substrate; 1-phosphatidylinositol 4,5-bisphosphate phosphodiesterase gamma-1 (Homo sapiens), P19174; in the data active = inhibition above about 9.5%
# DAX1 inh-1: DAX1 (NR0B1) inhibitors on StAR promoter, primary screen, cell-based, luminescence, SF-1 (NR5A1), full-length DAX-1; 370,000 compounds, 1.1% hits; AID 652010, 2013; inhibition, % at 6.8 µM; HEK293T StAR-luciferase reporter, SF-1/DAX-1 repression relief;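 active = inhibition above the mean over all tested compounds plus 3 SD, cut at about 3.6% in these data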;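 note: 0% = DAX-1 cells with DMSO and 100% = cells lacking DAX-1 with DMSO; higher inhibition means more luminescence from relief of DAX-1 repression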
# hcDAF12 agonist: H. contortus DAF-12 nuclear receptor activators, primary screen, cell-based, luminescence, HEK293, lit1-tk-luc reporter | HEK293 hcDAF-12 lit1-tk-luc reporter; 0% DMSO, 100% Δ7-dafachronic acid | 370,000 compounds, 1.4% hits | activation, % at 6.8 µM;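 active = activation above the mean of all tested compounds plus 3 SD, cut at about 5.5% in these data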;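 note: 100% = response to 3 µM Δ7-dafachronic acid high control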
# ADAM10 inh: human ADAM10 inhibitors, primary screen, biochemical, QFRET, HTS; recombinant ADAM10, EDANS/DABCYL FRET peptide cleavage, 3 h; inhibition, % at 7 µM; Disintegrin and metalloproteinase domain-containing protein 10 (Homo sapiens), O14672; 370,000 compounds, 0.62% hits;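 active = inhibition above a per-campaign cutoff equal to the mean of compounds falling between control-based bounds plus 3 SD, cut at about 20% in these data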;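 note: 0% = DMSO wells while the 100% control is not disclosed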
# DAX1 inh-2: DAX1 (NR0B1) inhibitors, primary screen, cell-based, HEK293, Gal4-DAX1, luciferase luminescence; 340,000 compounds, 0.99% hits; AID 504766, 2011; inhibition, % at 6.75 µM; HEK293 Gal4-DAX1 luciferase reporter;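 active = inhibition above the mean over all tested compounds plus 3 SD, cut at about 4.2% in these data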;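 note: 0% = DAX1-transfected cells with DMSO and 100% = empty-vector control cells with DMSO; inhibition shows as a rise in luminescence from relieved DAX1 repression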
# Target sequence (P51843 207-470 limits assumed): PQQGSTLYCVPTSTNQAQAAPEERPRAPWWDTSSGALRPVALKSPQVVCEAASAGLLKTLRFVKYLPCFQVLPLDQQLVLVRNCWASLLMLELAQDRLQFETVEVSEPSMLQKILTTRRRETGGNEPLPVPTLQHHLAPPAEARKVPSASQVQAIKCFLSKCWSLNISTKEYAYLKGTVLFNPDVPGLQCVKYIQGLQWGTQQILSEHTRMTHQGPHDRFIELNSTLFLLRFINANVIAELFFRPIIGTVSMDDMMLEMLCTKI
# sPLA2-III inh: human group III sPLA2 inhibitors, primary screen, biochemical, QFRET, BODIPY PC-A2 liposome substrate | QFRET BODIPY PC-A2 liposome hydrolysis, fluorescence | inhibition, % at 12.2 µM | 370,000 compounds, 0.56% hits | AID 743126, 2013;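 active = inhibition above mean plus 3 SD of compounds lying within the high and low control bounds, cut at about 19% in these data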;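 note: 0% = median of test compound wells and 100% = no enzyme DMSO wells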
# Target sequence (Q9NZ20 whole entry, looked up): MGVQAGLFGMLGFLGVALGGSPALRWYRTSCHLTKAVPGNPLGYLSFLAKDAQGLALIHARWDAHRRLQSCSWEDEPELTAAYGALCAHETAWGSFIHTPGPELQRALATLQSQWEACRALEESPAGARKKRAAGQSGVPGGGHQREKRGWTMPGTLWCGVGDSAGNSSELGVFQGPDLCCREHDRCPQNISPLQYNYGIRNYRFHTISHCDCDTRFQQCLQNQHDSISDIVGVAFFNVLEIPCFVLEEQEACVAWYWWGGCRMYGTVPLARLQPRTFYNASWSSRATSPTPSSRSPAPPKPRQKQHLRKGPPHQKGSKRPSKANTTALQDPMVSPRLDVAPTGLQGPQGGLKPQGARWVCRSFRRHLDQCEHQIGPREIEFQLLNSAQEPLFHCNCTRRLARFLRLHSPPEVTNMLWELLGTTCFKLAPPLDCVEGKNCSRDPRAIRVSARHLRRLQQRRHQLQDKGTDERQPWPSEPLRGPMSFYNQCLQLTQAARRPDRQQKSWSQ
# GAA850 FXN act: FXN promoter activators, primary screen, cell-based, luciferase luminescence, HEK293 lucGAA850 | HEK293 lucGAA850 FXN promoter luciferase reporter, 24 h; percent of 10 µM SAHA response | 360,000 compounds, 0.56% hits | activation, % at 6 µM;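 active = activation above the average of all compounds screened plus 3 SD, cutoff fixed separately per campaign, cut at about 7.5% in these data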;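 note: 0% = DMSO wells and 100% = 10 µM SAHA wells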
# * hit, by the source's call; x = not tested or not shown. Compounds were not picked by outcome; about 6.9% have a hit in one of these screens.
SMILES,hgDAF12 agonist,PLC-beta3 inh,ADAM17 inh,ssDAF12 agonist,PLC-gamma1 inh,DAX1 inh-1,hcDAF12 agonist,ADAM10 inh,DAX1 inh-2,sPLA2-III inh,GAA850 FXN act
C=CCn1c2ccccc2c2nnc(SCN3C(=O)c4ccccc4C3=O)nc21,-0.1,-5,-5,-1.2,-2,-0.1,0.5,4,-0.8,13,-1.0
CNS(=O)(=O)c1cccc(C(=O)OCC(=O)N(Cc2ccccc2)C(C)(C)C)c1,-0.6,-4,0,-1.7,3,0.1,-1.2,4,0.0,-9,0.2
COc1cccc(NC(=O)c2ccc3nc(C)c(N(C)Cc4ccc(NC(C)=O)cc4)n3c2)c1,-1.8,-4,0,-1.2,-1,-0.3,-1.0,-16,x,-8,0.2
CN(C)CCCN1C(=O)C(=O)/C(=C(/O)c2ccncc2)C1c1cccnc1 (centres undefined),1.8,9,1,-1.6,8,0.3,-0.7,2,0.8,-1,-1.3
COc1ccc(CN2CCc3ccc(NC(=O)CCc4ccccc4OC)cc3C2)c(O)c1,-3.4,-8,-1,-1.4,-1,-5.1,-0.7,2,-0.8,-14,-3.4
O=C(CCCc1cccs1)NCCc1c[nH]c2ccccc12,0.2,-10,-4,0.4,-2,-0.3,3.6,5,2.8,-36,0.9
O=C(NCC1CCCO1)c1ccccc1NS(=O)(=O)c1cccs1 (centres undefined),0.3,-7,-3,-0.8,-4,0.3,2.3,2,0.1,7,0.3
COc1ccc(-n2nc(C(=O)NCC(=O)Nc3ccccn3)c3ccccc3c2=O)cc1Cl,-1.1,-7,-2,-1.1,1,-0.1,0.1,-5,3.6,3,0.7
CCOC(=O)Cc1cc(=O)[nH]c(/N=C(/NC(=O)c2ccccc2)Nc2ccccc2C(F)(F)F)n1,0.2,1,-6,-0.7,-2,0.2,-0.7,3,-0.7,1,-1.2
CC(=O)N1N=C(c2cccc(O)c2)CC1c1cccs1 (centres undefined),1.5,-16,1,-2.1,-8,-0.1,0.1,5,-0.9,-10,-0.7
CCn1cc(C(=O)NCCCN2CC(C)CC(C)C2)c(=O)c2cc(S(=O)(=O)N(C)C)ccc21 (centres undefined),1.3,4,1,-1.2,2,-0.8,-1.8,-17,-0.1,9,-0.1
COc1ccccc1-n1c(SCC(N)=O)nnc1-c1ccc(S(=O)(=O)N2CCCCC2)cc1,-2.2,-3,-1,-0.8,4,-1.8,-2.3,0,-0.5,11,-0.3
COc1ccc(NC(=O)C2CCN(S(=O)(=O)c3cccs3)CC2)cc1OC,-3.8,1,5,-0.9,2,-0.4,-1.2,-4,-0.2,-9,1.0
CSc1ccc(-c2ccc3c(c2)c(Sc2ccccc2)c(-c2ccccc2)n3C)cc1,-2.1,0,-4,-0.9,-1,0.8,-1.9,-4,x,10,x
CC(C)c1ccc(N(C(=O)c2snc(C(N)=O)c2N)C(C(=O)NCC2CCCO2)c2ccc(N(C)C)cc2)cc1 (centres undefined),-0.5,-11,-3,-1.4,-3,-0.1,0.7,9,-1.5,1,0.9
COC(=O)[C@]12C[C@H](CC(=O)NCC3CCCCC3)C(=O)N(Cc3ccc4c(c3)OCO4)C1=C[C@H](C(C)(C)C)O[C@@H]2C,-2.0,3,3,-0.6,-1,-0.6,0.0,3,x,0,x
COc1ccccc1CNS(=O)(=O)c1ccc(C)cc1,-2.4,0,-7,-1.4,-2,-0.8,-1.7,1,-0.2,-8,-0.2
CCN(C(=O)CSc1nc2n[nH]c(C)c2c(=N)n1-c1ccc(Cl)c(C)c1)c1cccc(C)c1,1.5,-8,-1,-1.0,-3,-2.5,1.4,-6,0.3,5,-3.8
CCc1cc2c(=O)c(-c3nc4ccccc4[nH]3)coc2c(CN2CCCCC2C)c1O (centres undefined),-0.3,-191,-6,-1.7,-127,-1.3,-1.5,-9,4.6*,-4,-0.7
Cc1ccc(Cn2c(=N)c(S(=O)(=O)c3ccc(C)cc3)cc3c(=O)n4ccccc4nc32)cc1,0.8,-9,-1,-1.5,-1,0.4,1.2,4,0.4,0,1.9
CCN1C(=O)CC(Sc2ccccc2N)C1=O (centres undefined),-0.4,1,-2,-0.4,0,0.3,1.4,-5,2.6,9,2.8
CC(C)(C)Cc1nnc(NS(C)(=O)=O)s1,-3.8,0,-4,-0.9,2,-0.7,-2.0,-7,0.1,1,-1.8
O=C(CC1C(=O)NCCN1CCCc1ccccc1)NCCc1ccccc1F (centres undefined),2.0,-27,-13,-0.9,-16,2.8,1.0,-22,-0.6,-3,1.3
COc1ccc2c(c1)C(=O)CC(c1ccc(OC)c(OC)c1)O2 (centres undefined),-0.9,-10,-3,-1.2,-2,0.2,0.6,0,1.2,10,2.4
CCc1c(C)sc(NC(=O)OC)c1C(N)=O,0.3,1,0,-1.4,-1,0.1,0.2,1,1.1,5,1.4
# The list continues.
SMILES,hgDAF12 agonist,PLC-beta3 inh,ADAM17 inh,ssDAF12 agonist,PLC-gamma1 inh,DAX1 inh-1,hcDAF12 agonist,ADAM10 inh,DAX1 inh-2,sPLA2-III inh,GAA850 FXN act
CC(C)CC(=O)Nc1c2c(nn1-c1ccc([N+](=O)[O-])cc1)CS(=O)(=O)C2,-1.5,-2,0,-0.4,0,-0.5,-0.8,8,0.7,-1,1.9
OC(COc1cccc2ccccc12)CN1CCN(c2ccccc2Cl)CC1 (centres undefined),0.7,-4,8,-0.3,6,0.3,0.5,17,-0.9,-13,0.9
CN1CCN(c2ccc(S(=O)(=O)N3CCCCC3)cc2NC(=O)c2ccc(C#N)cc2)CC1,2.0,1,-2,-1.1,1,-0.6,-1.5,-3,-0.3,-14,0.8
CC(CN1CCCC1)OC(=O)c1ccccc1Cl (centres undefined),-0.5,-3,0,-1.4,4,-0.6,-1.7,3,0.5,-4,1.3
Cc1cc(CNC(=O)C(C)n2cc([N+](=O)[O-])cn2)c2ccccc2n1 (centres undefined),-2.5,-9,-6,-2.2,-5,0.7,-0.1,-6,1.0,-3,0.5
COc1ccc(C(=O)NC(=S)NCc2ccc(-c3nc4ccccc4o3)cc2)cc1OC,-0.3,3,1,-1.6,5,-1.0,0.6,-3,-0.2,4,-1.0
COc1cc(/C=C/C(=O)OC(C)C(=O)c2ccccc2)cc(OC)c1OC (centres undefined),-2.1,-13,-3,-1.3,-6,-3.4,-1.0,-5,0.7,5,-2.0
CC(=O)Nc1cc2c3ccccc3ccc2c2ccccc12,3.4,-8,-5,-1.0,-3,-1.3,0.3,-15,0.9,-6,0.0
O=C(CNC(=O)c1ccco1)OCc1ccc(Cl)cc1,2.1,7,7,-1.0,0,0.7,0.6,-4,0.6,10,1.2
CCC(C)(C)C(=O)Nc1cccc(Cl)c1C,2.1,-5,1,-1.7,4,-0.5,0.2,10,0.2,-2,1.1
O=c1[nH]c(=O)n(Cc2ccco2)c2c1C(C(F)(F)F)(C(F)(F)F)N=C(CCC1CCCCC1)N2,-0.8,-3,-3,-1.0,1,-0.3,-0.1,-6,0.8,-2,-2.8
Cc1nc2sc(C(c3cccs3)N3CCC(C(N)=O)CC3)c(O)n2n1 (centres undefined),2.4,2,2,-1.0,-2,1.2,-3.1,-5,-0.6,1,0.3
Cc1ccccc1Nc1nc(N)nc(COC(=O)CCNS(=O)(=O)c2ccccc2)n1,0.1,-12,12*,-0.8,-1,3.1,0.8,9,1.9,-3,1.3
Cc1cc(C(=O)COC(=O)c2ccccc2NCCO)c(C)n1CC1CCCO1 (centres undefined),-6.4,-199,-117,-1.5,-121,-4.1,-3.1,-373,2.0,-2,-7.0
CCn1c2ccccc2c2nc3cc(C(=O)O)ccc3nc21,0.5,-91,-9,0.0,-87,-0.1,-0.5,-30,-0.4,-1,12*
CCN(c1ccc(NC(=O)CCNC(=O)c2ccco2)cc1)C(C)C,2.4,4,1,-1.2,1,0.8,-0.1,-1,-0.2,11,2.0
COc1ccc(/C=C(\C#N)C(=O)NCC(c2ccc(F)cc2)N2CCOCC2)cc1 (centres undefined),0.0,-4,0,-1.4,2,0.2,-0.3,-14,-0.7,-12,-1.4
CN(C)CC(C)(C)CNC(=S)Nc1cc(S(=O)(=O)N2CCOCC2)ccc1Cl,-0.5,-7,-7,-1.5,-2,0.3,-1.6,-10,0.7,4,-0.2
CCOC(=O)c1c(S(=O)(=O)N2CCCC(C)C2)c(C)n(C)c1C (centres undefined),1.4,1,4,-1.0,6,0.3,-1.7,6,0.5,-2,-0.9
CCOc1ccc(C(=O)NC(=S)NCc2cccnc2)cc1[N+](=O)[O-],1.5,2,2,-1.1,3,-1.1,3.0,-1,0.1,6,1.6
CC(=O)n1c(=O)c2ccccc2c(=O)n1-c1ccccc1,1.0,-5,-3,-1.1,0,0.1,2.9,3,2.5,-4,0.7
Cn1cc(/C=N\O)nc2c(=O)n(-c3ccccc3)c(=O)nc1-2,1.2,-64,-123,-1.8,-36,-0.1,1.9,-356,1.0,-4,-1.3
CC(NC(=O)CC1Nc2ccccc2NC1=O)c1ccccc1 (centres undefined),0.0,-73,-49,-1.2,-54,-0.9,0.6,-130,0.5,-3,-1.0
CCOC1=C2CN(S(=O)(=O)c3ccc(C)cc3)CC[C@@H]2N(S(=O)(=O)c2ccc(C)cc2)[C@H](c2ccccc2)C1,-0.8,2,-1,-1.3,4,-0.4,-0.1,-14,x,18,x
Cc1ccnc(NC(=O)c2ccc3c(c2)S(=O)(=O)c2ccccc2C3=O)c1,0.9,-7,-7,-1.0,2,-0.1,3.3,-8,-0.1,4,2.6

# An excerpt from above in order of their number in DAX1 inh-2, high to low.
SMILES | PLC-beta3 inh | ADAM17 inh | ssDAF12 agonist | PLC-gamma1 inh | DAX1 inh-1 | hcDAF12 agonist | ADAM10 inh | DAX1 inh-2 | sPLA2-III inh | GAA850 FXN act
CN(C)CC(C)(C)CNC(=S)Nc1cc(S(=O)(=O)N2CCOCC2)ccc1Cl | -7 | -7 | -1.5 | -2 | 0.3 | -1.6 | -10 | 0.7 | 4 | -0.2
Cc1ccnc(NC(=O)c2ccc3c(c2)S(=O)(=O)c2ccccc2C3=O)c1 | -7 | -7 | -1.0 | 2 | -0.1 | 3.3 | -8 | -0.1 | 4 | 2.6
Cc1nc2sc(C(c3cccs3)N3CCC(C(N)=O)CC3)c(O)n2n1 (centres undefined) | 2 | 2 | -1.0 | -2 | 1.2 | -3.1 | -5 | -0.6 | 1 | 0.3
